Screening results deposited in PubChem BioAssay by several laboratories.
OX1R antagonist – OX1R (HCRTR1) antagonists, primary screen, fluorescence, CHO/OX1R cells, Fluo-8 calcium, orexin A. Fluo-8 calcium fluorescence. Orexin/Hypocretin receptor type 1 (Homo sapiens), O43613. inhibition, % at 5 µM. 330,000 compounds, 0.43% hits;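 active means inhibition above its plate's threshold, mean inhibition of all tested compounds on the plate plus 3 SD, cut at about 37% in these data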;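 further: 0% = orexin A challenge wells and 100% = SB-334867-A antagonist wells; not every result past the cut was called active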
Target sequence (O43613 whole entry, looked up): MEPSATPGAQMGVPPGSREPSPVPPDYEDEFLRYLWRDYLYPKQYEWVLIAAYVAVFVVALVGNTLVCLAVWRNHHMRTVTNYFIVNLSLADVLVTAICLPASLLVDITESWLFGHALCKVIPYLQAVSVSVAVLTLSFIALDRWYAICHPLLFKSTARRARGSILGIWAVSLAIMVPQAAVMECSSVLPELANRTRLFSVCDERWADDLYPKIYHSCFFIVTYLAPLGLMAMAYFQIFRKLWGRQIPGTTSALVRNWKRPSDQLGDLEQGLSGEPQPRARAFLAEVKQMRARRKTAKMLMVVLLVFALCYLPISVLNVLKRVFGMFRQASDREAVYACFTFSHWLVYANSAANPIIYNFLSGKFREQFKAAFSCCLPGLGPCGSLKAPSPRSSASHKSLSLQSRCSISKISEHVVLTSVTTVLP
CHT allo act – CHT positive allosteric modulators, primary screen, cell-based, membrane potential dye, choline EC20 | CHT-expressing cells; stronger effect = higher value; LV-AA mutant CHT in HEK293 cells | B-score at 10 µM | 310,000 compounds, 0.49% hits;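 active means initial fluorescence not abnormally high and integrated response B-score, plate-corrected, over 3 SD above library mean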
Target sequence (Q9GZV3 whole entry, looked up): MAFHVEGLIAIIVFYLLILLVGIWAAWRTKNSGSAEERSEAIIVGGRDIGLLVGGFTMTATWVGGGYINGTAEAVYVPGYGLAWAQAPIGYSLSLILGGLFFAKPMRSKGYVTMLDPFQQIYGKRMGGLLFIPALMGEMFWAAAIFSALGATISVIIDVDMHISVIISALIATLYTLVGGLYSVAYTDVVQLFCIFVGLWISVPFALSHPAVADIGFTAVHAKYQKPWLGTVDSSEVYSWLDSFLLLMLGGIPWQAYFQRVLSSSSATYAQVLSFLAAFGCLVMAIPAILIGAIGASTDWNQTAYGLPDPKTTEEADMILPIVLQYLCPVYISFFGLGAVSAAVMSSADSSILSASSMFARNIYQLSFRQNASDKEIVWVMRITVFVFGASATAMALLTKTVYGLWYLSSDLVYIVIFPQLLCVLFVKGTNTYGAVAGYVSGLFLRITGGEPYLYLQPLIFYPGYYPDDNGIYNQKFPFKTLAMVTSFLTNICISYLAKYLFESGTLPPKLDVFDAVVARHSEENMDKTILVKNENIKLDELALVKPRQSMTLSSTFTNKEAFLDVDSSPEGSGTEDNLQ
Numbers without * were called inactive; i = inactive; / = no result given; & = joins results of further samples.

Values run as follows: OX1R antagonist	CHT allo act
1	Cc1ccc(F)c(NC(=O)/C(C#N)=C(\O)c2ccc(C(C)(C)C)cc2)c1
  10	i
2	CCC(=O)N(Cc1cc2cc(OC)ccc2[nH]c1=O)c1ccc(C)cc1C
  -6	i
3	COc1cc2c(cc1OC)C(c1cc3cc(C)ccc3[nH]c1=O)N(C(=O)c1ccco1)CC2 (centres undefined)
  -17	i
4	CC(C(=O)Nc1ccc(C#N)cc1)N(C)CC(=O)Nc1cccc(F)c1 (centres undefined)
  -15	i
5	Cc1cc(OCC(=O)O/N=C(\N)c2ccccc2)ccc1Cl
  -9	i
6	CCOc1ccc(CCNC(=O)c2ccccc2OCc2c(C)noc2C)cc1OCC
  -35	i
7	CN(C)c1ccnc2c[cH-]cc12.[Fe].c1ccc(-[c-]2[c-](-c3ccccc3)[c-](-c3ccccc3)[c-](-c3ccccc3)[c-]2-c2ccccc2)cc1 (centres undefined)
  -22&-28	i
8	Nc1cccc2c1C(=O)N(CC(=O)NC13CC4CC(CC(C4)C1)C3)C2=O
  -20	i
9	O=C(Cc1ccc(Br)cc1)NCCc1ccc(Cl)cc1Cl
  -26	i
10	Cc1ccc(N(CCC#N)C(=O)CSc2ccc3c(c2)OCCO3)cc1
  -14	i
11	COC(=O)CS(=O)(=O)c1cccc2cccnc12
  -4	i
12	COc1ccccc1CNC(=O)c1ccc(NC2=NC3CS(=O)(=O)CC3S2)cc1 (centres undefined)
  3	i
13	O=C(CNCc1ccc(Cl)cc1)Nc1ccc(C(=O)N2CCCCCC2)cc1
  -17	i
14	Cc1onc(-c2c(Cl)cccc2Cl)c1NC(=O)NN(C)c1ccc([N+](=O)[O-])cn1
  -18	i
15	COCCn1cnnc1SCC(=O)c1ccc(S(=O)(=O)N2CCCC2)cc1
  -16	i
16	COc1cc(C(=O)NNC(=O)c2cc(C)[nH]n2)cc(OC)c1OC
  -10	i
17	O=C(CSc1nccc(=O)[nH]1)Nc1ccc2ccccc2c1
  2	/
18	CCOc1ncccc1C(=O)OCC(=O)NC1CC1
  -1	i
19	Cc1cc(C)n(-c2ccc(C(=O)N3CC(C)OC(C)C3)cc2)n1 (centres undefined)
  -16	i
20	CCCCCCCCCCCCN1[C@@H](CC(=O)O)c2cc(C(F)(F)F)ccc2S1(=O)=O
  -5	i
21	Cc1ccc(S(=O)(=O)N(Cc2nccn2C)C(C)C)cc1
  -5	i
22	COc1ccc(S(=O)(=O)N2CCN(C(=O)c3cc(C)on3)CC2)cc1
  18	/
23	Cn1c(CCN2CCN(c3ccccn3)CC2)nc2cc(NC(=O)COc3ccccc3)ccc21
  -13	i
24	O=c1[nH][nH]cc1C=Nc1ccccc1O
  -7	i
25	COC(=O)CCN1CCc2cc(N=Nc3ccc([N+](=O)[O-])cc3)ccc21
  -11	i
26	CCC(C)OC(=O)C[N+](C)(C)CCOC1CC2CCC1(C)C2(C)C (centres undefined)
  -13	i
27	CC(=O)C1C(c2ccc(Cl)cc2)c2c(noc2C)CC1(C)O (centres undefined)
  -16	i
28	O=C(COC(=O)c1ccc2c(c1)OCO2)Nc1ncc(Cl)cc1Cl
  -25	i
29	Cc1nnc(SCc2cccc([N+](=O)[O-])c2)o1
  -10	i
30	Cc1ccc(OCc2cc(C(=O)N3CCc4[nH]cnc4C3c3ccccn3)no2)cc1C (centres undefined)
  -28	i
31	COCCN(C(=O)CSc1nnc(-c2ccc(C(C)(C)C)cc2)n1N)c1c(N)n(CC(C)C)c(=O)[nH]c1=O
  -9	i
32	COc1ccc(CN(CC(O)COCc2ccccc2)S(=O)(=O)c2ccccc2Br)cc1 (centres undefined)
  5	/
33	Cc1ccc2occ(/C=N/O)c(=O)c2c1
  -11	i
34	O=C(Nc1ccccc1)OCCCCCOC(=O)Nc1ccccc1
  -2	i
35	CCN(C(=O)COC(=O)c1cc(OC)ccc1Br)C1CCS(=O)(=O)C1 (centres undefined)
  -2	/
36	Cc1cc2nc3n(c2cc1C)CC1CC(C(=O)NCc2cccc(C(F)(F)F)c2)N(C)C31 (centres undefined)
  -18	i
37	COc1ccccc1C(=O)COC(=O)C1(C)CC1(Cl)Cl (centres undefined)
  -16	/
38	Cc1c(O)nc(SCC(=O)Nc2ccc3c4c(cccc24)CC3)n(-c2ccccc2)c1=O
  -20	i
39	COc1ccc(C2C(C(C)=O)=C(O)C(=O)N2c2ccc(Br)cn2)cc1 (centres undefined)
  -24	i
40	N#Cc1ccc2ccn(CC(=O)N3CCCc4ccccc43)c2c1
  -8	i
41	COc1ccc(/C=C(/NC(=O)c2ccc(Br)cc2)C(=O)N2CCOCC2)cc1
  0	i
42	CCCCCC(=O)NCc1c(C(F)(F)F)nn(C)c1N1CCOCC1
  -9	i
43	CC(C)(C)[C@H]1C=C(C(N)=O)O[C@@H](OCCCCO)C1
  -2	i
44	O=C(/C=C/c1ccco1)Nc1cccnc1Cl
  1	i
45	COc1ccccc1-n1c(SCC(=O)O)nc2c(sc(=S)n2-c2ccc(C)c(C)c2)c1=O
  -12	i
46	Cc1cc(C(=O)CN2C(=O)c3ccccc3S2(=O)=O)c(C)n1-c1ccccc1
  -19	i
47	Cc1[nH]n(-c2ccccc2)c(=O)c1C(C[N+](=O)[O-])c1ccc(Cl)cc1 (centres undefined)
  -18	i
48	CCOc1ccc(C(=O)NC(C)C2COc3ccccc3O2)cc1 (centres undefined)
  -24	i
49	CCOc1ccccc1NC(=O)CCC(=O)O
  -15	i
50	CCOC(=O)C1(Cc2cccc(Cl)c2)CCCN(C(=O)c2ccc(C)nc2)C1 (centres undefined)
  -12	i
51	CCc1ccc(C(=O)Cc2cc3cccc(OC)c3oc2=O)cc1
  -26	i
52	Cc1nc(-c2ccccc2)cs1
  2	i
53	O=C(NCC1CCCO1)c1ccc2c(c1)OCO2 (centres undefined)
  -15	i
54	COc1cc(OC)cc(C(=O)NC2CCSc3ccccc32)c1 (centres undefined)
  -8	i
55	COc1ccc2nc(SCC(=O)NC3CC3)c(C#N)cc2c1
  -13	i
56	COc1ccc(C(=O)Nc2ccc(OC)c(OC)c2)cc1
  0	i
57	CC(C)CCCN1C(Nc2ccccc2)=NC[C@@H]1CC(C)C
  -24	i
58	CSc1ccc(NC(=O)N2CCN(c3nc4ccccc4s3)CC2)cc1
  -3	i
59	O=C(NCc1ccccc1)c1ccc(Cl)c(NC2=NC3CS(=O)(=O)CC3S2)c1 (centres undefined)
  6	i
60	COc1cc(C(=O)OCCCOC(=O)c2cc(OC)c(OC)c(OC)c2)cc(OC)c1OC
  -29	i

One compound at a time, from the list above:
COc1ccc(C(=O)Nc2ccc(OC)c(OC)c2)cc1 is listed as OX1R antagonist = 0; CHT allo act = i
CCc1ccc(C(=O)Cc2cc3cccc(OC)c3oc2=O)cc1 is listed as OX1R antagonist = -26; CHT allo act = i

(cont.)
Values run as follows: OX1R antagonist	CHT allo act
61	CC(C)[C@H](NC(=O)c1ccco1)C(=O)OCC(=O)N1CC(=O)Nc2ccccc21
  -2	i
62	CCOC(=O)c1sc2ccccc2c1OC(=O)c1ccccc1
  -20	i
63	O=C(N/N=C\c1c(O)ccc2ccccc12)c1ccc(S(=O)(=O)N2CCCCC2)cc1
  -12	i
64	COC(=O)Cn1cc(C(=O)C2CC2)c2ccccc21
  -16	i
65	COc1ccccc1NS(=O)(=O)c1cccc(C(=O)N(C)Cc2cccs2)c1
  -13	i
66	CCCc1nn(C)c2c1C(c1cccnc1)C(C#N)=C(N)O2 (centres undefined)
  -11	i
67	C=CCn1cnc2c(nnn2-c2ccc(C)c(C)c2)c1=O
  -3	i
68	CC(OC(=O)C1CC(=O)N(Cc2ccccc2)C1)C(=O)Nc1cccc(C#N)c1 (centres undefined)
  -33	i
69	CCOc1ccc(CN2CCN(C3CCSCC3)CC2CCO)cc1 (centres undefined)
  -18	i
70	O=C(Nc1ccc(C2=NCCN2)cc1)c1ccc(C(=O)Nc2ccc(C3=NCCN3)cc2)c([N+](=O)[O-])c1
  -12	i
71	COc1cccc(C2CC(C(F)(F)F)n3ncc(C(=O)NCc4ccco4)c3N2)c1 (centres undefined)
  -33	i
72	CCOC(=O)C1CCN(C(=O)Cn2cnc3sc(C)c(S(=O)(=O)N4CCOCC4)c3c2=O)CC1
  -18	i
73	Clc1ccc(N2CCN(/N=C/c3ccncc3)CC2)cc1
  5	i
74	CCN(CC)S(=O)(=O)c1ccc2c(c1)CC(C(=O)N1CCCC1)N2C(C)=O (centres undefined)
  -17	i
75	CC1(C)Cc2cccc(Oc3cc(NN4CCCCC4)c([N+](=O)[O-])cc3[N+](=O)[O-])c2O1
  -20	i
76	C[C@@]12C(=O)N(Cc3ccco3)CC(=O)N1[C@H]1c3cc(Cl)ccc3OC[C@@H]1[C@@H]2c1ccccc1
  6	/
77	Cn1c(=O)c2ncn(CC(=O)Nc3ccc(N4CCOCC4)cc3)c2n(C)c1=O
  -6	i
78	COCc1ccc(CN2CCC(Oc3ccc(C(=O)NCc4ccccn4)cc3)CC2)o1
  /	i
79	Cn1c(=O)c2c(nc(N3CCNCC3)n2Cc2ccccc2Cl)n(C)c1=O
  -14	i
80	CCOc1ccc(CCNC(=O)Cc2ccc(NC3=NC4CS(=O)(=O)CC4S3)cc2)cc1OCC (centres undefined)
  -11	i

An excerpt of these results, with tabs:
entry	Molecule	OX1R antagonist	CHT allo act
76	C[C@@]12C(=O)N(Cc3ccco3)CC(=O)N1[C@H]1c3cc(Cl)ccc3OC[C@@H]1[C@@H]2c1ccccc1	6	/
77	Cn1c(=O)c2ncn(CC(=O)Nc3ccc(N4CCOCC4)cc3)c2n(C)c1=O	-6	i

More compounds
Values run as follows: OX1R antagonist	CHT allo act
81	COCCN(C(=O)c1snc(C(N)=O)c1N)C(C(=O)NC1CCCCC1)c1cc(OC)c(OC)c(OC)c1 (centres undefined)
  -19	i
82	OCCCc1cn(-c2ccccc2)c2ccccc12
  -17	i
83	C=CCN=C(NC#N)SCC(=O)c1cccc(OC)c1
  -17	i
84	O=C(Cn1cc(CCO)nn1)N1CCNCC1
  -2	i
85	O=C(NN1C(=O)/C(=C/c2ccc(O)c([N+](=O)[O-])c2)SC1=S)c1ccccc1Cl
  -29	i
86	COc1cccc(-c2nc(CSCC(=O)N3CCc4ccccc43)c(C)o2)c1
  -20	i
87	CC(NC(=O)c1ccc([N+](=O)[O-])o1)C1CC2CCC1C2 (centres undefined)
  -15	/
88	CCOC(=O)N1CCC(NC(=O)CS(=O)(=O)Cc2nc(-c3ccccc3Cl)oc2C)CC1
  -12	i
89	COc1ccc(OC)c(-n2c(C)cc(/C=C3\C(=N)N4N=C(CC(=O)N5CCOCC5)SC4=NC3=O)c2C)c1
  -15	i
90	O=C(O)C(Cc1ccc(Cl)cc1)Sc1nc2ccccc2[nH]1 (centres undefined)
  /	i
91	NC(=O)COc1ccc2cc(-c3ccc(F)cc3)c(=O)oc2c1
  1	i
92	Cc1csc(NC(=O)CSc2nnc(-c3ccncc3)n2C)n1
  -18	i
93	CC(C)OC(=O)CSc1nc2ncccc2[nH]1
  -3	i
94	Cc1cc(C(=O)N2CCN(c3ncccn3)CC2)c2cc(F)ccc2n1
  0	i
95	NNC(=O)c1ccc(COc2ccc3c(c2)CCC3)cc1
  -14	i
96	Cc1ccc(NC(=O)COC(=O)c2cccc(OC(F)F)c2)cc1S(=O)(=O)N1CCCCC1
  13	/
97	COc1ccc(CC(=O)OCC(=O)c2ccc(S(=O)(=O)N3CCCCC3)cc2)cc1
  0	/
98	C/C(=N/NC(=O)c1cccs1)c1cccc(NC(=O)C2CC2)c1
  -18	i
99	Cc1ccc(S(=O)(=O)NC(=O)Nc2ccccc2)cc1
  -39	i
100	CCOC(=O)C1=C(C)NC(=S)NC1c1ccc(OCC(=O)N2CCCCCC2)c(OC)c1 (centres undefined)
  -17	i
101	CC12CCC(=O)N1C(C(=O)N1CCN(S(=O)(=O)c3ccccc3F)CC1)CS2 (centres undefined)
  -3	i
102	O=C(COC(=O)c1ccc(F)cc1Cl)NC1CCS(=O)(=O)C1 (centres undefined)
  2	/
103	O=C(NCc1nnc(SCC(=O)N2CCOCC2)o1)c1cccs1
  -6	i
104	C/C(CC(=O)Nc1ccc(C)c(Cl)c1)=N\NC(=O)c1ccccn1
  -38	i
105	COc1ccc(/C=C/C(=O)OCC(=O)NC2CCCC(C)C2C)cc1 (centres undefined)
  -21	/
106	CCOc1c2ccc(C(=O)NCc3ccc(C)cc3)cc2nn1CC
  -18	i
107	O=C1C=C(c2cccc(Cl)c2)C[C@@H](c2ccc(F)cc2)C1
  -17	/
108	CC1(C)CC(=O)C2=C(C1)N(CCN1CCOCC1)C1=C(C(=O)CC(C)(C)C1)C2c1ccc(Cl)c([N+](=O)[O-])c1
  -11	i
109	Cc1ccc2nc(-c3ccc(NS(=O)(=O)c4ccc(F)c(F)c4)cc3)sc2c1
  -18	i
110	Cc1ccc(C)c(N2C(=O)CC(Cc3ccc(Cl)cc3)C2=O)c1 (centres undefined)
  -25	i
111	O=C(NCc1ccco1)c1ccc(Cn2c(=O)c3sccc3n(Cc3ccc(F)cc3)c2=O)cc1
  -3	i
112	N#CC1=C(N)Oc2cc(N)ccc2C1c1ccsc1 (centres undefined)
  -7	i
113	Cc1ccc(NC(=O)CCC(=O)NNS(=O)(=O)c2ccccc2)c(C)c1
  12	i
114	CCCNC(=O)COC(=O)/C(C#N)=C/c1cc(C)n(CCC)c1C
  -14	i
115	Cc1ccc(NC(=O)C2CCN(S(=O)(=O)c3cnc[nH]3)CC2)cc1C
  -12	i

Filtered by structure, the compounds so far with a COOH group.
Values run as follows: OX1R antagonist	CHT allo act
20	CCCCCCCCCCCCN1[C@@H](CC(=O)O)c2cc(C(F)(F)F)ccc2S1(=O)=O
  -5	i
45	COc1ccccc1-n1c(SCC(=O)O)nc2c(sc(=S)n2-c2ccc(C)c(C)c2)c1=O
  -12	i
49	CCOc1ccccc1NC(=O)CCC(=O)O
  -15	i
90	O=C(O)C(Cc1ccc(Cl)cc1)Sc1nc2ccccc2[nH]1 (centres undefined)
  /	i

Rows are unselected; about 0.8% have a hit in one of these screens.
